uPA generation: cell surface uPA generation inhibition. cell surface uPA generation assay, qHTS. Potency, µM (highest dose often 38.3 µM), for inactives: at the top dose activity change, negative = inhibition, usual class: inhibitors. actives 0.31% (n = 330,000); active = well fitted inhibition curve with a large enough effect; inconclusive = small, poorly fitted or top-dose-only effect; inactive = no such curve, though single readings can be large or run the other way; tested in mouse RAW 264.7 cells; note: potency is the fitted concentration of half-maximal effect; nearly all actives have a fitted effect of over 55% in size
Chronic BCR inh: chronic active BCR signaling inhibition; ABC-DLBCL IkBa-CBG/CBR reporter, luminescence ratio, 4 h; Potency, µM (series often up to 46.1 µM), for the others: at the highest dose ratio change, negative = lower green/red ratio, most hits filed as inhibitors; actives 0.05% (n = 340,000); AID 493014; active = well fitted inhibition curve with a large enough effect in the signal ratio, with a control signal flat, not every such curve was filed as active; inconclusive = small, poorly fitted or top-dose-only effect, or effect the other way, or a change in a side signal; the % refers to the signal ratio;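 note: potency is the fitted concentration of half-maximal effect; plate controls were basal doxycycline-induced cells for no effect and cells given 10 µM MG132 for full effect; MG132 reads +100%, hits lower the ratio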
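Cell line TMD8 (human ABC DLBCL), stably expressing tet-inducible CBG68-IkBa fusion and CBR; IMDM/0.5% FBS; cpd up to 46 uM; dox induction, 4 h, 37C/5% CO2; dual luminescence; green/red ratio; MG132 control.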
KCNH2 WT inh: KCNH2 (human, wildtype) channel inhibition | Q12809 | U2OS, BacMam KCNH2, thallium flux FluxOr; hits give low values | activity change, % at 1.84 µM | actives 0.37% (n = 340,000);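 active = maximum activity change below -70%; inconclusive = maximum activity change between -70% and -50%; inactive = maximum activity change above -50%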
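U2OS cells were transduced with wild-type KCNH2 virus (2.03 x 10^8 / mL) for 4 h at room temperature, then cultured overnight at 37 C. Thallium flux was read with FluxOr dye. Rate constants were normalized to DMSO controls.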
FBPA coupling cs: counter-screen for Giardia aldolase inhibitors: coupling enzyme system | coupling enzyme system counterscreen, AmpLite Red fluorescence | activity change, negative = inhibition, % at 58.2 µM, hits read low | actives 0.67% (n = 290,000); in the data active = activity change below about -30%
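Counterscreen lacking aldolase: glyceraldehyde-3-phosphate coupling-enzyme reagent preincubated 10 min at RT with compound (at 57.5 uM final), then substrate/coupling system with AmpLite Red added; fluorescence read at 525/598 nm after 20 min RT.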
USP2a block: USP2a (human) protease inhibition; USP2 core, Ub-CHOP2 coupled fluorogenic reporter, 485/531; O75604; actives 0.01% (n = 330,000); Potency, µM (highest dose often 38.3 µM), for inactives: at the highest dose activity change, negative = inhibition, usual class: inhibitors; AID 463254;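 note: potency is the fitted concentration of half-maximal effect; plate controls were DMSO wells for no effect and full inhibition by NEM control for full effect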
Target sequence (O75604 whole entry, looked up): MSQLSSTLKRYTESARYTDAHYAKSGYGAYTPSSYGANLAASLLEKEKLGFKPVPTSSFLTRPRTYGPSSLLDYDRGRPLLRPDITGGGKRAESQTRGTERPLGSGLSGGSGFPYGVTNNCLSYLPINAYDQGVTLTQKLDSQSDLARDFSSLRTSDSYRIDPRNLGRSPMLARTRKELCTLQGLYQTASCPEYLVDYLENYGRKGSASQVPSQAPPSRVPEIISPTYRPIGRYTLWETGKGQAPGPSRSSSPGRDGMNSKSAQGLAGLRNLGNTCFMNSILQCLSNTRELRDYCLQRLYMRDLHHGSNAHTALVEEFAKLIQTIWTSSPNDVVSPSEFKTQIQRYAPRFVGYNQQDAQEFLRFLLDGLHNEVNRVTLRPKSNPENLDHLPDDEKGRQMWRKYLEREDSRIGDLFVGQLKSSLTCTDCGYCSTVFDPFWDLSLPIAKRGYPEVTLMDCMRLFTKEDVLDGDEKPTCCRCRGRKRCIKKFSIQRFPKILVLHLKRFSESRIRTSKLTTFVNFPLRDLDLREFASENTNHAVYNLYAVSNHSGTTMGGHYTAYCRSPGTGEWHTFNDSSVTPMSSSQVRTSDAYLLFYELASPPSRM
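USP2 core (10nM final) preincubated 30min RT with compound in 20mM Tris-HCl pH 8.0, 2mM CaCl2, 2mM beta-mercaptoethanol, 0.05% CHAPS; 25nM Ub-CHOP2 plus 25nM reporter substrate added, fluorescence (Ex485/Em531) read after 60min.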
KCNH2 3.1 inh: KCNH2 3.1 (human) potassium channel inhibition | U2OS KCNH2 3.1, thallium flux FluxOr; hits give low values | activity change, % (tested at about 1.8 µM) | actives 0.95% (n = 340,000) | AID 720553;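 active = maximum activity change below -70%; inconclusive = maximum activity change from -70% to -50%; inactive = maximum activity change above -50%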;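 note: thallium influx rate constant from kinetic fluorescence after stimulation buffer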
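Thallium flux via FluxOr fluorescence (Red40 quencher, 45 min loading) in U2OS cells virally expressing the KCNH2 3.1 isoform (1.77 x 10^8 /mL virus, overnight at 37 C). Rate constants from 2-min kinetic reads post-stimulation, normalised to positive and negative controls.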
GALK inh: inhibitors of human galactokinase; P51570; Purified GALK, Kinase-Glo residual ATP luminescence; Potency, µM (highest dose often 57.5 µM), without a hit: top-dose activity change, negative = inhibition, most hits filed as inhibitors; actives 0.007% (n = 270,000); AID 1868; note: potency is the fitted concentration of half-maximal effect
Target sequence (P51570 whole entry, looked up): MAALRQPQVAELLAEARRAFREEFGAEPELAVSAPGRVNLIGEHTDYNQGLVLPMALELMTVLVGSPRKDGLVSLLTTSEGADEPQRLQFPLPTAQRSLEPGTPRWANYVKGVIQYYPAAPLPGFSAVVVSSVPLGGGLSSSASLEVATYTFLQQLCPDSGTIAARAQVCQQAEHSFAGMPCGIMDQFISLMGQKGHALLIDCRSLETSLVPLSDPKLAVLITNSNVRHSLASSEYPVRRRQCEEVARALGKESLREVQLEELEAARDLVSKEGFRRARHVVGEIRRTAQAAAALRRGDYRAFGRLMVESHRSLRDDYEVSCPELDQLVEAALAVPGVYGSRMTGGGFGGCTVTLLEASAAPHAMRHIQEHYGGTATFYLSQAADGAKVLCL
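GALK at 5 nM final was combined with compound, 35 uM ATP and 100 uM galactose in HEPES pH8.0 with MgCl2 and DTT. The reaction ran one hour at room temperature before luminescent ATP detection.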
Giardia kill: Giardia lamblia killing. Giardia lamblia trophozoite viability. activity change, % at 7.66 µM, hits read low. actives 0.15% (n = 340,000); in the data active = activity change below about -80%; inconclusive = between about -30% and that limit;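 note: parasites exposed to compound for two days anaerobically before the ATP read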
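Each well holds 100 Giardia trophozoites and compound. After two days (48 hrs) at 37 deg C in anaerobic conditions, ATP is quantified by luminescence.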
Eya2 inh: blocks the phosphatase activity of human Eya2; O00167; recombinant Eya2, OMFP fluorescence dephosphorylation (OMFP is methylfluorescein phosphate); Potency, µM (top dose mostly 76.9 µM), for inactives: at the highest dose activity, negative = inhibition, most hits filed as inhibitors; actives 0.006% (n = 330,000); AID 488837; note: potency is the fitted concentration of half-maximal effect
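Eya2 (0.2 uM) preincubated 10 min at ambient with compound, then OMFP substrate added at 50 uM; 10 min reaction in 50 mM HEPES pH 7.5, 50 mM NaCl, 5 uM MgCl2, 0.05% BSA, 1 mM DTT. Fluorescence read at Ex 485/Em 525 nm.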
PKM2 activator: increases activity of human pyruvate kinase M2. purified PKM2, Kinase-Glo ATP luminescence, activation; response scale: 0% is enzyme alone, no compound. actives 0.34% (n = 260,000). AID 1631. Potency, µM (titrated, usually from 57.5 µM), for the others: top-dose activation, actives largely listed as activators; note: potency is the fitted concentration of half-maximal effect; nearly all actives have a fitted effect of over 55% in size
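hPK-M2, >95% pure; 0.1 mM ADP / 0.5 mM PEP final; imidazole pH7.2 buffer w/ 7 mM MgCl2, 50 mM KCl; 1 h RT; Kinase-Glo lum. Intermediate enzyme activity for dual inhibitor/activator qHTS.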
B2AR arrestin: agonists driving beta-arrestin recruitment to human beta2-adrenergic receptor; P07550; beta-arrestin recruitment to beta2AR, cell-based reporter; Potency, µM (series often up to 46.1 µM), for inactives: at the highest dose activation, usual class: activators; actives 0.02% (n = 330,000);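 note: potency is the fitted concentration of half-maximal effect; 0% = DMSO controls and full agonism = EC100 isoproterenol or metaproterenol; nearly all actives have a fitted effect of over 65% in size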
* hit, by the source's call; i = inactive; ? = inconclusive; · = not tested or not shown; [ ] = remark or other dose. Unless noted, calls come from the whole dose curve; as a rule, active = well fitted curve in the direction sought with a large enough effect; inconclusive = small, poorly fitted or top-dose-only effect, or another doubt; inactive = no such curve, though single readings can be large; an effect the other way counts as inactive or inconclusive. Unless noted, % is set by controls: 0 for no effect and ±100 for the full control effect. Not a hit list; about 2.4% have a hit in one of these screens.

compound,uPA generation,Chronic BCR inh,KCNH2 WT inh,FBPA coupling cs,USP2a block,KCNH2 3.1 inh,GALK inh,Giardia kill,Eya2 inh,PKM2 activator,B2AR arrestin
Cn1c(CC(=O)Nc2ccc(Cl)c(Cl)c2)nnc1SCC(=O)N1CCN(c2ccccc2)CC1,·,5%,-9,9,3%,-24,-5%,-8,-2%,3%,-1.2%
O=C1Nc2ccccc2C1=Nc1cccc([N+](=O)[O-])c1,-15%,0%,-6,-1,1%,5,·,-7,-4%,·,-0.9%
COc1ccc(CN2CCN(C(=O)Cn3nc(C(=O)O)c4ccccc4c3=O)CC2)cc1F,-2%,-18%,-2,-1,-1%,-5,-2%,56[activator],1%,-2%,-0.2%
Cc1ccc(CNCc2ccc3c(c2)OCO3)cc1,-5%,0%,-4,4,-1%,14,-3%,17,-4%,-1%[11.5 µM],-0.3%
N#CC(C#N)=Cc1ccc(OC(=O)c2ccccn2)cc1,-5%,1%,-8,1,0%,-2,1%,1,-5%,-4%,0.6%
Cc1ccc(C(=O)COC(=O)c2ccc(-c3cnc4ccccc4n3)cc2)cc1C,1%,6%,-1,0,4%,9,-1%,1,-10%,0%,-0.4%
N#C/C(=C\c1ccccn1)c1nc2ccccc2s1,-6%,-3%,-12,-1,9%,-41,3%,11,16%,-5%,0.0%
Cc1cc(C(=O)N/N=C2\CCCc3ccccc32)c(C)o1,-12%,?,-7,0,1%,17,·,-17,2%,-3%,-0.5%
Cc1nn(-c2ccc(F)cc2)c(-n2cccc2)c1C(=O)N1CCN(C(=O)c2ccco2)CC1,-6%,4%,-8,2,0%,-16,-11%,10,-2%,·,0.3%
COCc1cc(C)nc(SCc2ccc([N+](=O)[O-])cc2)c1C#N,3%,-1%,9,1,-4%,-1,4%,-10,7%,0%,-0.4%
CS(=O)(=O)N1CCN(c2ccccc2F)CC1,3%,·,1,3,·,?,3%,-15,·,0%,·
COc1cccc(CN(C)C(=O)c2ccccc2Sc2ccccc2C#N)c1,3%,6%,-7,·,1%,-93*,4%,-8,-10%,7%,-0.4%
CCOc1ccc2[nH]c(=O)c(CN(CCO)C(c3nnnn3C3CCCCC3)C(C)C)cc2c1 (configuration not stated),0%,3%,-5,-2,2%,-12,7%,10,-1%,-4%,-0.3%
CC(C)NC(=O)c1cc(-c2cccs2)on1,-3%,?,-15,4,-1%,16,0%,-12,10%,-6%,0.1%
CCOC(=O)c1[nH]c(C)c(C(=O)NC(C)(C)C)c1C,-3%,-2%,-9,1,0%,3,-1%,5,-6%,0%,0.2%
CN(C)c1cc2c(cc1NC(=O)c1ccccc1Cl)n(C)c(=O)n2C,-6%,?,-10,0,1%,1,-1%,7,-7%,-2%,0.2%
O=C(Nc1ccc(Cl)cn1)c1cccc(S(=O)(=O)N2CCCC2)c1,-7%,?,8,2,0%,-10,-2%,-12,-2%,1%,-0.7%
Cc1c(C)c2ccc(OC(C)C(=O)NCCCn3ccnc3)c(C)c2oc1=O (configuration not stated),4%,5%,-6,2,1%,-2,-2%,15,-3%,1%,0.2%
N#Cc1cccc(CSc2ncnc(N)n2)c1,0%,-2%,17,1,6%,6,2%,-3,-4%,·,-0.7%
O=C(c1c[nH]c2ccccc12)C(O)C(c1ccccc1)N1CCOCC1 (configuration not stated),3%,0%,-2,1,0%,0,-1%,-10,11%,?,-0.1%
CC(C)(C)C(=O)N1CCc2cc(-c3csc(N)n3)ccc21,-9%,?,-3,·,-1%,-4,0%,?,5%,5%,-0.4%
CC(NC(=O)c1cccnc1)C(c1cccs1)N1CCN(C)CC1 (configuration not stated),10%,-2%,3,0,0%,-6,2%,26,-1%,0%,-0.1%
CCOC(=O)N1CCc2c(sc(NC(=O)c3ccc(S(=O)(=O)N4CCCC4)cc3)c2C#N)C1,12%,-3%,2,1,-1%,1,-4%,5,-1%,2%,-0.4%
Cc1nc2c(C)cccn2c1/C(O)=C1\C(=O)C(=O)N(CCN2CCOCC2)C1c1ccncc1 (configuration not stated),-5%,2%,2,-2,1%,5,-4%,2,-16%,2%,-0.4%
CC1=C(C(=O)Nc2ccccc2)C(c2ccco2)C(C#N)=C(SCC(N)=O)N1 (configuration not stated),-11%,9%,1,2,0%,-8,0%,-14,13%,-1%,0.1%
CC(C)CCn1c(=O)c2ccccc2n2c(=S)[nH]nc12,-3%,7%,7,10,-6%,-5,10%,-1,-15%,-29%,0.3%
Cc1ccc2nc3c(cc(C(=O)NCc4ccco4)c(=N)n3Cc3ccco3)c(=O)n2c1,-4%,6%,i,-2,1%,1,4%,-24,-2%,0%,-0.1%
COc1ccc(CCNC(=O)CSc2ccsc2[N+](=O)[O-])c(OC)c1,-5%,-3%,6,4,-1%,14,0%,?,2%,0%,2.9%
N#Cc1ccc2ccn(CC(=O)NCc3ccccc3)c2c1,?,-1%,4,-29,0%,-22,0%,-13,4%,-2%,0.2%
Cc1cc(C)c2cc(C#N)c(SCC(=O)NCC3CCCO3)nc2c1 (configuration not stated),1%,7%,-4,0,2%,12,-3%,5,29%,-2%,3.4%
CCn1c(SCC(=O)Nc2ccc(C(C)=O)cc2)nc2nc3c(cc2c1=O)CCCC3,·,?,-27,6,5%,13,2%,-2,-1%,-2%,-0.4%
NC(=O)CSc1nnc(Cc2csc(Nc3ccc(F)cc3)n2)n1Cc1ccccc1,1%,-9%,11,1,0%,2,-2%,8,-10%,9%,-0.5%
COCc1ccc(C(=O)N2CCCC(N3CCN(c4ccccc4C)CC3)C2)s1 (configuration not stated),1%,1%,6,·,1%,-5,-2%,2,-15%,·,0.8%
Cc1occc1C(=O)NCc1ccccc1F,-1%,-10%,49,2,-2%,7,-1%,19,20%,-3%,0.1%
O=C1C=C(NCCOC23CC4CC(CC(C4)C2)C3)C2(CCCCC2)O1,3%,-5%,1,-1,-2%,9,-1%,9,4%,2%,0.2%
CCS(=O)(=O)Nc1cc(C(=O)OC)ccc1C(=O)OC,·,5%,5,-3,2%,5,-2%,-4,-8%,2%,-0.2%
COc1ccc(CN(C)C(=O)Cc2ccc(OC)c(S(=O)(=O)N3CCOCC3)c2)cc1,-3%,?,4,·,-1%,12,·,-11,-2%,·,-0.1%
O=C(CC1CCCCC1)NCc1ccccn1,-2%,?,-23,1,1%,8,1%,10,6%,-3%,-0.2%
O=C(NCC1CCCO1)c1ccc(COc2ccc(Br)cc2)cc1 (configuration not stated),2%,?,5,1,0%,-12,·,18,2%,-4%,-0.1%
Cc1ccc2nc(-c3ccc(NC(=O)c4cccnc4)cc3)oc2c1,-15%,23%,·,-14,12%,-12,-1%,9,9%,-3%,6.9%
c1cncc(C2OCC3(CO2)COC(c2cccnc2)OC3)c1 (configuration not stated),1%,-1%,-4,5,-1%,9,1%,-5,-6%,-3%,-1.0%
O=C(Nc1ccc(Cl)cc1)Nc1cc([N+](=O)[O-])ccc1F,0%,11%,-3,-1,-2%,-12,1%,18,-3%,3%,0.3%
Nc1ncnc2c1ncn2[C@@H]1O[C@H](CNC(=O)[C@@H]2CCN2)[C@@H](O)[C@H]1O,0%,?,18,·,3%,3,·,-9,6%,·,-0.7%
CCOC(=O)C(C)Sc1nc(=O)n2cc(C)ccc2n1 (configuration not stated),2%,-1%,1,0,2%,-23,7%,25,12%,0%,0.3%
CC(=O)N1N=C(c2ccco2)CC1c1cccs1 (configuration not stated),3%,-1%,2,2,1%,-6,1%,11,-3%,12%,0.0%
CCCCC(=O)Nc1nnnn1CCC,-2%,4%,4,-1,0%,12,1%,-1,1%,1%,-0.7%
COc1ccc(Cc2n[nH]c(=S)n2Cc2ccccc2)cc1Cl,-3%,3%,-8,0,0%,2,-1%,-17,-1%,-8%,0.1%
CCOc1ccc(-n2c(SCC(=O)Nc3ccc4c(c3)OCO4)nc3ccccc3c2=O)cc1,9%,-1%,6,-1,2%,-21,2%,8,-4%,0%,-0.2%
CCOC(=O)C1CCCN(C(=O)Cn2c(=O)c3cccn3c3cccnc32)C1 (configuration not stated),0%,-3%,-7,·,-5%,4,3%,10,-1%,·,0.1%
C=CCN1C(=O)/C(=C/C=C2/N(CC)c3ccc(S(=O)(=O)N(C)C)cc3N2CC)SC1=S,-1%,2%,·,-9,?,20,10%,13,-2%,-12%,-0.1%
